# All columns: NCI-60 one-dose screen, growth in % after 48 h at 10 µM unless noted; 100 = growth as untreated, 0 = no growth, -100 = all killed.
# MCF7 = MCF7 breast cancer; AID 1794796; 82,000 tested, 6.3% active
# MALME-3M = MALME-3M melanoma; 78,000 tested, 5.8% active
# HS 578T = HS 578T breast cancer; 78,000 tested, 4.1% active; AID 1794788
# BT-549 = BT-549 breast cancer | 78,000 tested, 4.4% active
# T-47D = T-47D breast cancer. AID 1794792. 79,000 tested, 5% active
# UACC-257 = UACC-257 melanoma | 78,000 tested, 4.4% active | AID 1794764
# UACC-62 = UACC-62 melanoma | AID 1794756 | 81,000 tested, 5.4% active
# LOX IMVI = LOX IMVI melanoma. AID 1794757. 79,000 tested, 7.4% active
# * hit, by the source's call; . = no result given; & = joins results of further samples; [ ] = another dose, or the depositor's remark. The calls were made as follows: active = growth percent below 10; inactive = the rest.
SMILES,MCF7,MALME-3M,HS 578T,BT-549,T-47D,UACC-257,UACC-62,LOX IMVI
C[n+]1noc([O-])c1-c1ccccc1,103,105,113,96,92,97,99,105
CC(C)NC1CCC(Nc2ccnc3cc(Cl)ccc23)CC1 (stereo unspecified),93,85,97,89,80,89,97,87
Clc1ccc2[nH]c3c(NCCCN4CCOCC4)ncnc3c2c1,75,94,102,78,72,98,80,64
CCN(CC)CCOc1nc(Oc2ccccc2C(=O)O)cc(-c2ccco2)n1,100,101,102,104,104,107,103,100
CCOC(=O)Nc1ccc(C(=O)OCCN(CC)CC)cc1,101,107,104,97,103,105,104,99
CN1C(=O)[C@H]2c3c(cccc31)[C@H]1[C@@H](O)[C@H](CCC1(C)C)C2(C)C,97,100,104,84,96,120,99,95
CC(=O)Cc1nsc(NC(=O)c2ccoc2COc2ccccc2)n1,98,97,107,94,105,93,93,.
O=C(Nc1cc(Cl)cc(Cl)c1)Nc1ccc2c(ccn2C(=O)c2cccc(F)c2)c1,69,90,94,93,56,90,59,95
COc1cccc(CNC(=O)c2nc(-c3cc(OC)c(OC)c(OC)c3)n(-c3ccc(OC)c(OC)c3)n2)c1,87,92,95,98,79,.,78,95
O=C(Nc1ccc(F)cc1)ON=C1CCCCC1,98[100 µM],108[100 µM],99[100 µM],106[100 µM],79[100 µM],99[100 µM],54[100 µM],88[100 µM]
C#CCN,81,122,101,101,96,104,105,99
CCOC(=O)C(C(=N)C(=N)C(C(=O)O)C(=O)OCC)C(=O)O (stereo unspecified),92,110,88,96,86,90,92,99
O=C(NC(Cc1cc(=O)[nH]c2ccccc12)C(=O)O)c1ccc(Cl)cc1 (stereo unspecified),97,84,112,110,101,132,109,95
COc1ccc(/C=C2\CCCC3C2=NNC3c2ccc(OC)cc2)cc1 (stereo unspecified),96&101,99&106,105&102,104&105,99&92,101&99,96&98,102&105
O=C(NCn1c(=O)[nH]c2ccccc2c1=O)N1CCOCC1,89,93,94,94,95,100,90,94
COC(=O)CCCCCc1ccc(Cc2ccc(CCCCCC(=O)OC)cc2)cc1,94,80,107,89,104,106,104,98
CC[C@H](c1ccc(O)cc1)[C@@H](CC)c1ccc(O)cc1,91,91,86,95,88,92,68,102
O=S(=O)(Nc1ccccc1)c1ccc(C2CC3(Cl)C(Cl)=C(Cl)C2(Cl)C3(Cl)Cl)cc1 (stereo unspecified),23,35,55,76,29,37,44,39
O=C(N/N=C/c1ccccc1Cl)c1ccccc1Nc1ccnc(C(F)(F)F)c1,9.9*,5.7*,19,16,-14*,-2.5*,-33*,4.1*
CC/C=C/CC,102,115,.,107,112,90,96,107
Cc1ccc(S(=O)(=O)OC2CCC3(C)C(=CCC4C3CCC3(C)C(C(C)CCCC(C)C)CCC43)C2)cc1 (stereo unspecified),99,110,114,119,100,102,104,102
COc1ccc2c(c1)O/C(=C\c1ccc(O)c(O)c1)C2=O,109,96,.,83,98,110,93,88
C[C@@H]1C[C@H]2C(=O)O[C@@H](C)C(NC(=O)[C@H](Cc3cc(F)cc(F)c3)NC(=O)Nc3ccc(C4CC4)cc3F)C(=O)N3CCC[C@H]3C(=O)N3CCCC[C@H]3C(=O)N[C@@H](CO)C(=O)N2C1 (stereo partly specified),16,37,33,28,22,11,21,30
Cc1ccc(S(=O)(=O)NC(=O)n2ccc3c(Cl)ccnc32)cc1,106,98,112,98,110,113,122,102
NC(=O)CNc1ccccc1O,87,113,84,77,108,81,105,91

# 3 compounds already listed, sorted by SMILES length, falling:
SMILES,MCF7,MALME-3M,HS 578T,BT-549,T-47D,UACC-257,UACC-62,LOX IMVI
COc1cccc(CNC(=O)c2nc(-c3cc(OC)c(OC)c(OC)c3)n(-c3ccc(OC)c(OC)c3)n2)c1,87,92,95,98,79,.,78,95
C[n+]1noc([O-])c1-c1ccccc1,103,105,113,96,92,97,99,105
C#CCN,81,122,101,101,96,104,105,99

# The list goes on.
SMILES,MCF7,MALME-3M,HS 578T,BT-549,T-47D,UACC-257,UACC-62,LOX IMVI
C/C=C\Cc1ccc(OCCOC(=O)NC)cc1,100,98,97,98,.,85,101,90
CCOC(=O)c1cc(C(=O)c2ccc(OC)cc2)n2ccc(/C=C/c3cc[n+](CC(=O)c4ccc(OC)cc4)cc3)cc12,-63*,92,105,86,36,111,100,25
N#Cc1cnc(OC2CCNC2)nc1-n1cnc2ccccc21 (stereo unspecified),90,126,103,99,93,115,104,99
Cc1[nH]c(-c2cccc(C(N)=O)c2)c2c1C(=O)CCCC2,67,84,64,95,76,85,52,96
COc1ccc(C2=NN(c3ccc(Cl)cc3)C(c3cccc(Nc4ccnc5cc(Cl)ccc45)c3)C2)cc1 (stereo unspecified),81,85,.,77,71,84,98,97
Cc1nn(CC(O)c2ccccc2)c(N)c1C(=O)N/N=C\c1ccc(OC(F)F)c(Oc2ccccc2)c1 (stereo unspecified),89,106,100,84,96,100,90,99
N#Cc1c(Nc2ccccc2)nn2c(-c3ccc(Br)cc3)ccnc12,93,114,104,116,104,102,87,97
N#C/C(=C\c1c(O)ccc2ccccc12)c1ccc([N+](=O)[O-])cc1,80,66,41,77,91,83,81,72
COC(=O)[C@@]1(O)C=Cc2nc3ccccc3c(=O)n21,94,94,97,100,98,92,96,98
O=C1Nc2ccc(Cl)cc2/C1=N\N=C\c1ccsc1,68,95,88,109,.,95,87,94
O=C1CCC(N2Cc3c(CNC(=O)c4ccc(F)cc4)cccc3C2=O)C(=O)N1 (stereo unspecified),48,113,99,94,95,104,95,98
COc1ccc(S(=O)(=O)Nc2c(/C=C\c3cc(OC)c(OC)c(OC)c3)ccc(OC)c2O)cc1,11,61,-8.1*,41,82,32,39,16
CCCCN=C1NN=C(c2ccc(C)c(C)c2)CS1,.,90,104,102,82,.,81,82
Cc1[nH]c(C(=O)Nc2cc(C(N)=O)ccc2OC2CCNC2)c(Cl)c1Cl (stereo unspecified),94,107,90,87,89,88,95,80
CC(=O)c1ccc(Nc2nc(SCCC(C)C)nc(-c3ccccc3)c2C#N)cc1,102,116,121,113,103,109,101,105
O=S(=O)(NC(CI)CI)c1ccccc1,28,68,.,89,53,53,56,31
Cc1cccc(NC(=O)COC(=O)c2ccc(S(=O)(=O)N3CCCC3)cc2)c1C,88,103,118,93,110,116,116,98
COCOc1ccc2c(=O)c(C)c(C(=O)N[C@@H](Cc3ccccc3)C(O)C(=O)NCc3ccccc3)oc2c1 (stereo partly specified),93,108,116,108,101,104,87,110
O=Cc1nc2ccccc2c(/C=C/c2ccc(Cl)cc2)c1C(=O)c1ccccc1,90,97,101,94,89,98,99,95
C/C=C(C)/C=N/Nc1nc(-c2ccc(C)cc2)cs1,77,85,90,92,58,92,71,85
CC(=O)c1ccc(NS(=O)(=O)c2c(O)c3cc(Cl)ccc3oc2=O)cc1,95,102,108,102,96,102,100,98
Cc1ncn(-c2ccc(/C=N/Nc3ccnc4cc(Cl)ccc34)cc2)c1C,-69*,-89*,-16*,-94*,-62*,-67*,-74*,-89*
O=C(CCBr)OCCc1ccccc1,90,103,102,106,102,104,104,97
COc1cc(-c2nc3sc(C4CC4)nn3c2-c2ccc(Cl)cc2)cc(OC)c1OC,90,100,100,87,85,103,85,86
COc1nc2ccccc2cc1Cc1cc(-c2ccccc2)n[nH]c1=O,80,101,93,106,83,98,85,78
SMILES,MCF7,MALME-3M,HS 578T,BT-549,T-47D,UACC-257,UACC-62,LOX IMVI
C/C(=N\NC(=O)CSc1nc2ccccc2c(=O)n1CCc1ccc(S(N)(=O)=O)cc1)c1ccccc1N,85,93,96,105,98,99,89,95
CCOC(=O)C1=C(C)n2nc(CC#N)c(C#N)c2NC1c1ccc(Cl)cc1 (stereo unspecified),90,87,106,92,110,114,94,95
O=C(/C=C/c1ccccc1)Oc1ccc(/C=C/c2cc(OC(=O)/C=C/c3ccccc3)cc(OC(=O)/C=C/c3ccccc3)c2)cc1,103,91,96,102,82,82,103,98
O=C(O)c1ccc(-n2cc(CNc3cc(Cl)cc(C(F)(F)F)c3)c(-c3ccc(B(O)O)cc3)n2)cc1,92,92,70,85,89,108,99,93
O=c1cc/c(=N\Nc2ccccc2)c(=O)/c1=N/Nc1ccccc1,78,119,.,102,93,137,101,89
CCOC(=O)Oc1ccc(C)cc1[N+](=O)[O-],100,98,112,109,96,102,98,98
COc1ccc(C/C(C)=C(\c2ccc(O)cc2)c2ccc(OCCN(C)C)cc2)cc1,68,99,104,108,82,104,103,98
CCOC(=O)CC1CSC(Nc2ccc(C(=O)O)cc2)=N1 (stereo unspecified),96,111,98,114,97,105,99,95
O=C(OCCO)N1CCN(CCO)CC1,105,132,122,115,96,108,108,93
Cc1ccc(S(=O)(=O)N2C(=O)/C(=C\c3cn(S(=O)(=O)c4ccc(C)cc4)c4ccccc34)c3ccccc32)cc1,94,98,75,.,95,.,82,82
CCCCN(CCCC)c1ccc(C(=N)c2ccc(N(C)C)cc2)cc1,-53*,-82*,-69*,-72*,-23*,-63*,-72*,-96*
CCN(CC)C(C(=O)NC1CCCCC1)c1ccccc1C(=O)OC (stereo unspecified),91,107,102,109,95,92,96,85
CN1CCN(c2ccc(Nc3nc(NCCNC(=O)C4CCCCC4)c4sccc4n3)cc2)CC1,66,78,80,159,80,56,102,82
CC(C)CC(NC(=O)C(CCCN=C(N)N)NC(=O)OCc1ccccc1)C(=O)NC(CNC(=O)/C=C/c1ccccc1)C(C)C (stereo unspecified),91,107,.,107,96,107,102,95
Clc1ccc(-c2[nH]ncc2-c2c[nH]c3ccccc23)cc1,76,83,96,96,96,105,102,100
COc1ccc(C2=NN(C(C)=O)C(c3ccc(Cl)cc3)C2)cc1S(=O)(=O)NNC(=O)c1ccncc1 (stereo unspecified),105,104,93,102,97,100,100,95
COC(=O)C1CCCN1C(=O)[C@@H]1CCCN1C(=O)[C@H](Cc1c[nH]c2ccccc12)NC(=S)Nc1cc(C(F)(F)F)cc(C(F)(F)F)c1 (stereo partly specified),39,82,65,70,50,62,64,36
CNC(=O)c1cc(-c2ccc(NC(=O)Nc3ccc(OC)cc3)cc2)nc2cccnc12,74,102,117,102,97,112,93,112
Cc1cc(C)[n+](C)c(C)n1,94,108,85,115,107,112,107,98
CC1=CC(=O)CC(C)C1 (stereo unspecified),104&107,106&145,115&109,109&105,108&114,109&98,107&106,97&101
CCN(CC)CCOC(=O)CCC(C)=O,95,102,122,116,108,92,102,99
COc1cc2c(cc1[N+](=O)[O-])-c1ccc([N+](=O)[O-])cc1/C2=N\O,58,116,89,73,91,98,76,68
CS(=O)(=O)c1ccc(Nc2nc(N3CCC(O)CC3)nc3cc[nH]c(=O)c23)cc1,33,93,54,81,78,69,63,45
COc1ccc2c(c1)sc1nc(-c3ccccc3)c(-c3cccc4ccccc34)n12,28,51,20,.,61,68,35,39
COc1ccc(CSc2nc3cc(OC)c(OC)cc3c(=O)n2-c2ccc(Cl)cc2)cc1,101,107,97,100,95,.,99,98
SMILES,MCF7,MALME-3M,HS 578T,BT-549,T-47D,UACC-257,UACC-62,LOX IMVI
Cc1ccc(S(=O)(=O)Nc2ccc(C(=O)CC3(O)C(=O)Nc4ccccc43)cc2)cc1 (stereo unspecified),100,101,104,104,77,97,99,97
NS(=O)(=O)c1ccc(Nc2nc(Nc3ccccc3)nc(N3N=C(c4ccc(Cl)cc4)CC3c3ccc4c(c3)OCO4)n2)cc1 (stereo unspecified),46,94,105,95,66,103,92,73
OC1CCC2CN3CCc4c([nH]c5ccccc45)C3CC2C1 (stereo unspecified),90,114,107,96,98,104,86,90
CCC(O)C(C)(C)C (stereo unspecified),113,117,96,108,112,99,104,93
O=C1N/C(=N/N=C(c2ccccc2)c2ccccc2)S/C1=C\c1ccccc1,99,96,96,101,86,78,86,94
CCCCNC(=O)CSc1nc2ccccc2c(=O)n1-c1ccc(S(=O)(=O)Nc2ccc(Cl)nn2)cc1,94,103,105,110,93,121,93,105
NCCCC[C@@H](N)C[C@H]1O[C@@H](n2cnc3c(N)ncnc32)[C@H](O)[C@@H]1O,109,106,107,119,100,100,106,96
CC(S)C(=O)NCC(=O)O (stereo unspecified),97,112,101,101,106,117,97,92
CN(C)c1ccc(C(=O)/C=C/c2ccc([N+](=O)[O-])cc2)cc1,71,95,98,99,103,97,94,94
OC1CCC(CC2CCCCC2)CC1 (stereo unspecified),95,103,111,99,83,100,106,108
CCC(c1ccc(OC)cc1)C(CC)c1ccc(O)c(CN2CCN(C)CC2)c1 (stereo unspecified),51,6.2*,61,77,39,-5.7*,-31*,46
CC(=O)NCCCCCCN1CCCCC1,90,86,100,107,101,103,98,104

# Compounds shown so far with an NH in an aromatic ring:
SMILES,MCF7,MALME-3M,HS 578T,BT-549,T-47D,UACC-257,UACC-62,LOX IMVI
Clc1ccc2[nH]c3c(NCCCN4CCOCC4)ncnc3c2c1,75,94,102,78,72,98,80,64
O=C(NC(Cc1cc(=O)[nH]c2ccccc12)C(=O)O)c1ccc(Cl)cc1 (stereo unspecified),97,84,112,110,101,132,109,95
O=C(NCn1c(=O)[nH]c2ccccc2c1=O)N1CCOCC1,89,93,94,94,95,100,90,94
Cc1[nH]c(-c2cccc(C(N)=O)c2)c2c1C(=O)CCCC2,67,84,64,95,76,85,52,96
Cc1[nH]c(C(=O)Nc2cc(C(N)=O)ccc2OC2CCNC2)c(Cl)c1Cl (stereo unspecified),94,107,90,87,89,88,95,80
COc1nc2ccccc2cc1Cc1cc(-c2ccccc2)n[nH]c1=O,80,101,93,106,83,98,85,78
Clc1ccc(-c2[nH]ncc2-c2c[nH]c3ccccc23)cc1,76,83,96,96,96,105,102,100
COC(=O)C1CCCN1C(=O)[C@@H]1CCCN1C(=O)[C@H](Cc1c[nH]c2ccccc12)NC(=S)Nc1cc(C(F)(F)F)cc(C(F)(F)F)c1 (stereo partly specified),39,82,65,70,50,62,64,36
CS(=O)(=O)c1ccc(Nc2nc(N3CCC(O)CC3)nc3cc[nH]c(=O)c23)cc1,33,93,54,81,78,69,63,45
OC1CCC2CN3CCc4c([nH]c5ccccc45)C3CC2C1 (stereo unspecified),90,114,107,96,98,104,86,90

# From PubChem BioAssay
